Source: PubChem BioAssay
PRMT1 FP inh: PRMT1 methyltransferase inhibitors, primary screen, biochemical, fluorescence polarization. Protein arginine N-methyltransferase 1 (Homo sapiens), Q99873. recombinant PRMT1, activity-based probe fluorescence polarization. inhibition, % at 2.79 µM. 1.3% of 370,000 active. AID 652257, 2013;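 active = inhibition above about 21% made by adding two undisclosed values, limit read from the data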
Target sequence (Q99873 whole entry, looked up): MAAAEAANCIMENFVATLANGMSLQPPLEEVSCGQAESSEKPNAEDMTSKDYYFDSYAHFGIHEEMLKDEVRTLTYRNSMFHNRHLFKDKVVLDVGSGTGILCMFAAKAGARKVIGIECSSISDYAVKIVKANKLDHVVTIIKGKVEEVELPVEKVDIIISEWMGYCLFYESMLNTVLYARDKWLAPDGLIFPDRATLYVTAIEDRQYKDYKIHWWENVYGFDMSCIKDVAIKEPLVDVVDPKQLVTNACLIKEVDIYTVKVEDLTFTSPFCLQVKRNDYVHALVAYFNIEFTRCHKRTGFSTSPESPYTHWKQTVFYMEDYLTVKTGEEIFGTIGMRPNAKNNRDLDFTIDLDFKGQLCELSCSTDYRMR
LEDGF integ inh: blockers of LEDGF/p75-dependent integrase strand transfer – biochemical, TR-FRET, high throughput, primary screen; inhibition, % at 3.7 µM; HIV-1 integrase (with human LEDGF/p75); TR-FRET IN-LEDGF/p75 DNA integration, Eu/Cy5; 0.64% of 370,000 active;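 active = inhibition above the screen-wide mean plus 3 SD, cut at about 13% in these data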;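 note: signal is the Cy5 over europium emission ratio at 671 and 618 nm; 0% = plate median of compound wells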
TCR CD3 inh: inhibitors of human TCR-CD3 interaction, primary screen, biochemical, fluorescence, TAMRA-labeled TCR probe. T-cell receptor (TCR). inhibition, % at 9.4 µM. 0.37% of 360,000 active; in the data active = inhibition above about 19%;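 note: recombinant mutant TCR 2C K166C tagged with TAMRA read by polarization; 0% = receptor in buffer alone and 100% = receptor with positive control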
HTRA1 inhibitor: HTRA1 serine protease inhibitors, primary screen, biochemical, fluorescence polarization, HTS | Q92743 | recombinant HTRA1, FP-rhodamine activity-based probe | inhibition, % at 5.96 µM | 0.5% of 340,000 active | AID 504803, 2011; in the data active = inhibition above about 36%;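 note: 0% = enzyme with DMSO and 100% = wells lacking enzyme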
MBD2 DNA inh: inhibitors of MBD2 binding to methylated DNA, primary screen, biochemical, TR-FRET, DNA-binding domain, human. inhibition, % at 4.4 µM. MBD2 binding to methylated oligonucleotide. 0.31% of 370,000 active; in the data active = inhibition above about 13%
Target sequence (Q9UBB5 whole entry, looked up, the tested form may be a part): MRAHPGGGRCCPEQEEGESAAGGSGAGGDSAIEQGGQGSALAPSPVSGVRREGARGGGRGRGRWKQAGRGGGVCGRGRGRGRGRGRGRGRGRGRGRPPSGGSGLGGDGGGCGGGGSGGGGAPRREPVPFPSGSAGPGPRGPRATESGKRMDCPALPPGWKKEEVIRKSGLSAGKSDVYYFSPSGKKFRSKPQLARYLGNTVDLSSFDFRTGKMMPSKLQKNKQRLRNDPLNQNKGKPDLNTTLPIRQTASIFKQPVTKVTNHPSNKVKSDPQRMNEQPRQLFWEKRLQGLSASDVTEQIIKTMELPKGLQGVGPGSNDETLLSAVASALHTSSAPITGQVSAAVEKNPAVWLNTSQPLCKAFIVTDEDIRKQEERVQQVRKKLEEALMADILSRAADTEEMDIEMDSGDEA
GC-B act: human GC-B receptor activators, primary screen, HEK293 GC-B cells, cGMP TR-FRET, EC30 CNP. Atrial natriuretic peptide receptor 2 (Homo sapiens), P20594. 0% at EC30 CNP, 100% saturating CNP. activation, % at 10 µM. 0.11% of 370,000 active. AID 1920062, 2024;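 active = activation at 10 µM reaching about 35% in either raw or pattern-adjusted values, limit read from the data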
rCAG binder: binders of r(CAG) RNA repeats, primary screen, biochemical, fluorescence. r(CAG) RNA repeat, TO-PRO-1 dye displacement fluorescence. inhibition, % at 3 µM. 1.3% of 370,000 active. AID 651821, 2012;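 active = inhibition above the plate cutoff, the mean of all test compounds on that plate plus 3 SD, cut at about 35% in these data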;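 note: 0% = DMSO alone and 100% = 100 µM mitoxantrone as full dye displacement; higher means more dye released from RNA so lower well fluorescence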
ABHD4 inh: ABHD4 inhibitors, primary screen, biochemical, fluorescence polarization, mouse; (Lyso)-N-acylphosphatidylethanolamine lipase (Mus musculus), Q8VD66; inhibition, % at 8.92 µM; purified mABHD4, FP-Rh probe fluorescence polarization; AID 720543, 2013; 0.54% of 370,000 active;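 active = inhibition exceeding the mean over every tested compound plus 3 SD, cut at about 30% in these data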;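 note: 0% = plate median of compound wells and 100% = S159A mutant with DMSO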
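system = mouse ABHD4 enzyme, wild type | medium = HEPES pH 7.0, NaCl, Pluronic buffer | also added = FP-Rh probe | incubation = Enzyme–compound pre-incubation 45 min, then probe 60 min, both 25 °C | technique = fluorescence polarization, excitation 525 nm, emission 598 nm, BODIPY TMR filters | controls = S159A mutant high control, sample median low control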
SIAE primary: human SIAE inhibitors, primary screen, biochemical, fluorescence polarization, FP-Rh probe, 1536-well HTS; Sialate O-acetylesterase (Homo sapiens), Q9HAT2; SIAE FP-Rh probe binding; inhibition, % at 9.66 µM; 0.69% of 370,000 active; AID 1053197, 2014;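 active = inhibition above a cutoff: mean of compounds within the control limits plus 3 SD of those, cut at about 17% in these data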;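 note: 0% = plate median of compound wells and 100% = probe without SIAE protein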
TDP2 absorb: human TDP2 enzyme inhibitors, primary screen, biochemical, epi absorbance, recombinant enzyme; Tyrosyl-DNA phosphodiesterase 2 (Homo sapiens), O95551; T5PNP hydrolysis, p-nitrophenol absorbance 415 nm; inhibition, % at 12.8 µM; 0.34% of 370,000 active;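 active = inhibition above the mean of all tested compounds plus 3 SD, set per campaign, cut at about 25% in these data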;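 note: 0% = DMSO with enzyme and 100% = buffer with substrate but no TDP2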
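Assay system: recombinant human TDP2 / Reagent: T5PNP substrate at 5 mM, a TopII-DNA adduct mimic / Measured by: epi absorbance from released p-nitrophenol / Evaluation: % inhibition relative to enzyme-containing and enzyme-free wells / Control set: enzyme-free and DMSO wells / Replicates: each compound tested once, singlicate / Schedule: enzyme reaction with compound for 2 h at 37 °C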
Active calls of the source: *; nt = no result given. An excerpt. The share of hits here may be higher or lower than overall.

Fields: PRMT1 FP inh	LEDGF integ inh	TCR CD3 inh	HTRA1 inhibitor	MBD2 DNA inh	GC-B act	rCAG binder	ABHD4 inh	SIAE primary	TDP2 absorb
COc1ccccc1CCNC(=O)/C(=C/c1cccnc1)NC(=O)c1ccccc1
 : -1	-1	-4	0	-3	3	-2	7	-5	3
COc1cc(C2C(C#N)=C(N)OC3=C2C(=O)CCC3)ccc1OC(=O)N1CCOCC1 (centres undefined)
 : 4	2	5	3	-2	-3	-1	1	14	-7
Cc1ccc(S(=O)(=O)N2C(c3cccc(Cl)c3)CC=C(C(=O)O)C2c2cccc(Cl)c2)cc1 (centres undefined)
 : -1	0	4	nt	-6	-2	4	17	-4	5
Cc1cccc2sc(NC(=O)CN3C(=O)NC4(CCCC4)C3=O)nc12
 : 0	-3	6	-2	-1	-3	-3	4	-4	0
O=C(Cc1c[nH]c2ccccc12)Nc1ccc(Nc2cccnc2)c(-c2ccc(-c3ccccc3)cc2F)c1
 : 9	-1	0	nt	-4	-6	18	19	22*	-10
O=C1NC[C@H](Cc2ccc(O)cc2)N(C[C@H]2CCCN2C[C@H](Cc2ccccc2)N2C[C@H](Cc3ccccc3)N(CCc3ccccc3)C(=O)C2=O)C1=O
 : -3	3	-3	nt	-4	4	6	0	-2	-4
CC1CCCCN1CC(=O)c1c[nH]c2ccccc12 (centres undefined)
 : 4	-5	-9	9	-5	2	5	6	3	-3
O=C(O)c1c2c(nc3ccc(S(=O)(=O)N4CCC(C(=O)N5CCCCC5)CC4)cc13)CCCC2
 : 0	3	4	3	-1	3	24	22	-4	6
COCc1cc(=O)n2[nH]c(C)c(-c3ccc(Cl)cc3)c2n1
 : -2	7	-4	6	-3	9	8	0	3	-17
Cc1cccc(NC(=S)NC2CC3CCCC(C2)N3CC(C)C)c1C (centres undefined)
 : -4	1	-5	0	0	-1	-6	0	10	7
Cc1ccc(S(=O)(=O)N2CCN(C(=O)N3CCOCC3)CC2)cc1C
 : 8	0	-4	4	7	-2	-3	-12	-8	-19
COC(=O)[C@]12C[C@H](CC(=O)NCC34CC5CC(CC(C5)C3)C4)C(=O)N(Cc3cccc4ccccc34)C1=C[C@H](C(C)C)O[C@@H]2C1CC1
 : 4	0	nt	nt	1	4	9	-5	-4	2
C=C(C)CSc1nc2sc3c(c2c(=O)n1C1CCCCC1)CCN(C)C3
 : 2	-2	-1	-19	3	2	2	1	7	2
Cc1cc(C(=O)Nc2sc(C)c(C)c2C#N)no1
 : 2	-1	0	0	1	2	4	-3	6	-6
CC1(C)Cc2cccc(OCC(=O)N3CCN(S(=O)(=O)c4ccccc4)CC3)c2O1
 : -1	2	-2	-2	0	-15	-3	-3	0	-8
O=C(/C=C/c1ccc(Cl)cc1Cl)NC(=S)Nc1ccc(CN2CCOCC2)cc1
 : 3	1	-10	-9	3	8	-3	5	-8	14
COc1ccc(N2CCN(C(C)C(=O)Nc3nnc(C)s3)CC2)cc1 (centres undefined)
 : -1	-2	2	1	0	3	-4	1	2	3
CCOc1ncccc1C(=O)NCCc1ccc(S(N)(=O)=O)cc1
 : 0	-3	-4	1	2	-5	3	1	-4	-10
O=C(C(=O)N1CCN(S(=O)(=O)c2cccc3ccccc23)CC1)c1cccc(C(F)(F)F)c1
 : -3	0	-4	nt	2	1	5	-13	-3	1
COc1cccc(C(c2nnnn2C2CCCCC2)N2CCN(C/C=C/c3ccccc3)CC2)c1OC (centres undefined)
 : -2	-1	3	nt	-12	-7	4	7	-6	3
Cc1cc(C)nc(SCc2nnc(SCC(=O)Nc3ccc(C)c(C)c3)o2)n1
 : 1	-3	-5	-2	2	0	2	-7	1	-9
O=C(c1ccco1)N1CCN(Cc2ccc(Br)cc2)CC1
 : 0	3	0	0	3	-1	2	-5	3	-5
Cc1ccccc1C1CC(c2ccccc2)Nc2ncnn21 (centres undefined)
 : -7	2	5	-4	-4	4	-4	6	0	7
Cc1ccc(S(=O)(=O)Nc2cccc(C(=O)N3CCOCC3)c2)cc1
 : -9	1	-2	4	2	-3	4	-3	-2	-10
Cn1cc(CC(=O)NCCN2CCOCC2)c2ccccc21
 : 3	-2	-3	2	-1	1	-6	2	0	9
C/C(CCC(C)C)=N\NC(=S)Nc1cc(S(=O)(=O)N2CCOCC2)ccc1N1CCOCC1
 : 0	-4	1	-15	0	1	10	6	7	-1
Cc1nonc1C(=O)N/N=C/c1ccc([N+](=O)[O-])o1
 : 2	2	8	5	3	0	2	4	1	-5
Cc1cc2c(cc1C)CSC(c1ccc3ccccc3c1O)SC2
 : 1	0	-1	-1	-4	-2	14	-1	-2	2
Cc1ccc(S(=O)(=O)N2CCc3ccccc3C2CN2C(=O)c3ccccc3C2=O)cc1 (centres undefined)
 : 0	1	10	-27	8	-6	-3	-7	-7	-4
COc1ccccc1CN(C)C[C@@H]1OCc2cnnn2CCCC(=O)N([C@@H](C)CO)C[C@H]1C
 : -6	1	1	3	-4	-1	1	1	4	6

An excerpt from above in order of formula weight, descending:
Fields: PRMT1 FP inh	LEDGF integ inh	TCR CD3 inh	HTRA1 inhibitor	MBD2 DNA inh	GC-B act	rCAG binder	ABHD4 inh	SIAE primary	TDP2 absorb
O=C(Cc1c[nH]c2ccccc12)Nc1ccc(Nc2cccnc2)c(-c2ccc(-c3ccccc3)cc2F)c1
 : 9	-1	0	nt	-4	-6	18	19	22*	-10
O=C(O)c1c2c(nc3ccc(S(=O)(=O)N4CCC(C(=O)N5CCCCC5)CC4)cc13)CCCC2
 : 0	3	4	3	-1	3	24	22	-4	6
O=C(C(=O)N1CCN(S(=O)(=O)c2cccc3ccccc23)CC1)c1cccc(C(F)(F)F)c1
 : -3	0	-4	nt	2	1	5	-13	-3	1
O=C(/C=C/c1ccc(Cl)cc1Cl)NC(=S)Nc1ccc(CN2CCOCC2)cc1
 : 3	1	-10	-9	3	8	-3	5	-8	14
COc1cc(C2C(C#N)=C(N)OC3=C2C(=O)CCC3)ccc1OC(=O)N1CCOCC1 (centres undefined)
 : 4	2	5	3	-2	-3	-1	1	14	-7
Cc1ccc(S(=O)(=O)Nc2cccc(C(=O)N3CCOCC3)c2)cc1
 : -9	1	-2	4	2	-3	4	-3	-2	-10
COCc1cc(=O)n2[nH]c(C)c(-c3ccc(Cl)cc3)c2n1
 : -2	7	-4	6	-3	9	8	0	3	-17
Cc1ccccc1C1CC(c2ccccc2)Nc2ncnn21 (centres undefined)
 : -7	2	5	-4	-4	4	-4	6	0	7
CC1CCCCN1CC(=O)c1c[nH]c2ccccc12 (centres undefined)
 : 4	-5	-9	9	-5	2	5	6	3	-3

(more compounds)
Fields: PRMT1 FP inh	LEDGF integ inh	TCR CD3 inh	HTRA1 inhibitor	MBD2 DNA inh	GC-B act	rCAG binder	ABHD4 inh	SIAE primary	TDP2 absorb
COc1ccccc1C(CC(N)=O)c1ccco1 (centres undefined)
 : 2	2	-6	-1	7	-3	2	0	1	-7
C=CCN(CC=C)C(=O)c1cccc(OC2CCN(CC(C)(C)C)CC2)c1
 : 0	-3	1	5	-4	5	-11	3	-6	5
Cc1ccc(-n2nc3ccc(N)cc3n2)c(C)c1
 : 5	-2	-3	-6	4	-7	16	10	4	12
Nc1c(N=Nc2ccccc2F)c(=O)[nH]n1-c1ccccc1
 : -1	-1	-1	16	-4	-13	9	5	0	-3
O=C(Nc1ccc(N2C(=O)C3C4C=CC(C4)C3C2=O)cc1)Nc1nncs1 (centres undefined)
 : 2	-1	-1	1	1	12	11	-2	-4	2
COC(=O)c1ccc(COc2cccc3c2CCN(Cc2cccc(C)c2)C3=O)o1
 : -1	1	7	-35	-6	8	4	-2	-6	-10
Cc1ccc2c(c1)C(CS(=O)(=O)NCC(C)C)NC2 (centres undefined)
 : 3	-2	nt	nt	-7	1	6	0	2	-9
COC(=O)c1cn(C(=O)c2cc(OC)c(OC)c(OC)c2)c2ccccc12
 : 1	4	6	7	2	-8	0	-7	0	16
CCN1CCN(c2ccc(NC(=O)COc3ccccc3Cl)cc2)CC1
 : -4	1	0	0	-3	-2	-14	3	-1	1
O=C(NCc1ccc(F)cc1)c1cc(C2CCCN(C(=O)c3ccccn3)C2)on1 (centres undefined)
 : -3	5	-2	nt	-3	-2	2	-6	-3	-12
CCCn1nc2cc(C(=O)NCc3ccc(OC)cc3)ccc2c1OCC
 : 2	12	-6	-4	14*	-2	-8	12	5	38*
O=C(ONC1=NCCCCC1)c1ccc(Cl)cc1
 : -2	4	-4	3	-2	7	-3	-2	-2	4
Cc1cc(C)cc(-c2nnc(SCC(=O)NCC3CCCO3)o2)c1 (centres undefined)
 : -5	1	1	3	-5	0	-1	-4	0	-7
CCCc1cc(=O)[nH]c(Nc2ccc(O)cc2)n1
 : 1	3	-2	8	-4	1	3	2	5	-16
Cc1csc(NC(=O)CCC(=O)N(CC(=O)NC2CCCC2)Cc2ccco2)n1
 : -3	-1	0	0	-1	0	-8	5	0	1
CCOC(=O)CSc1ccc2nnc(-c3ccncc3)n2n1
 : 3	-2	-3	5	6	0	-1	3	-4	0
CCn1cc(CN2CCC(n3nccc3NC(=O)CCOc3ccccc3)CC2)cn1
 : -4	1	11	5	-8	-3	-2	-5	-10	-22
Nc1cc(Cl)ccc1C(=O)OCC(=O)NC1CCCCC1
 : 0	-2	6	2	4	-3	0	0	1	4
CCOC(=O)C1CCCN(C(=O)c2cccc(S(=O)(=O)NCc3ccccc3)c2)C1 (centres undefined)
 : -1	1	2	2	1	10	0	7	-4	7
O=[N+]([O-])c1ccc2nc(CNc3nc(N4CCOCC4)nc4c3ncn4-c3ccsc3)[nH]c2c1
 : 7	1	nt	nt	2	-1	nt	-10	2	7
CCOCCc1nnc(NC(=O)C(CC)c2ccccc2)s1 (centres undefined)
 : 5	-4	-8	7	0	-3	-1	4	2	8
CC1(C)C2CCC(C2)C1(C)NC(=O)C[N+](C)(C)C (centres undefined)
 : 3	1	-3	4	-5	0	1	5	-1	11
